NCI-60 one-dose screen, 48 h, at 10 µM unless noted. Numbers give growth in % (100 = growth as untreated, 0 = no growth, -100 = all killed).
HS 578T – HS 578T breast cancer; 78,000 compounds, 4.1% hits
T-47D – T-47D breast cancer; AID 1794792; 79,000 compounds, 5% hits
MALME-3M – MALME-3M melanoma | 78,000 compounds, 5.8% hits | AID 1794766
MCF7 – MCF7 breast cancer | 82,000 compounds, 6.3% hits | AID 1794796
BT-549 – BT-549 breast cancer; 78,000 compounds, 4.4% hits
MDA-MB-231 – MDA-MB-231 breast cancer. 81,000 compounds, 5% hits. AID 1794789
MDA-MB-468 – MDA-MB-468 breast cancer. 78,000 compounds, 8.5% hits
LOX IMVI – LOX IMVI melanoma. 79,000 compounds, 7.4% hits. AID 1794757
An asterisk follows results filed as active; & = joins results of further samples. The calls were made as follows: active = growth percent below 10; inactive = the rest. Compounds as they come; overall some 12% were active at least once.

`CCCSc1nc2ccccc2cc1/C=N/O` gave HS 578T 93, T-47D 80, MALME-3M 126, MCF7 87, BT-549 102, MDA-MB-231 88, MDA-MB-468 107 and LOX IMVI 96.
`Cc1ccc2oc(=O)cc(CSc3nnc(-c4ccc(F)cc4)o3)c2c1` gave HS 578T 98, T-47D 77, MALME-3M 88, MCF7 91, BT-549 100, MDA-MB-231 106, MDA-MB-468 99 and LOX IMVI 89.
Sc1ccccc1-n1c(-c2ccccc2)ccc1-c1ccccc1 was read as HS 578T 101, T-47D 82, MALME-3M 105, MCF7 120, BT-549 92, MDA-MB-231 95, MDA-MB-468 113 and LOX IMVI 107.
CC(=O)Oc1cc([N+](=O)[O-])ccc1C#N was read as HS 578T 104, T-47D 94, MALME-3M 97, MCF7 100, BT-549 98, MDA-MB-231 93, MDA-MB-468 98 and LOX IMVI 104.
COCCCn1c(=N)c(S(=O)(=O)c2ccccc2)cc2c(=O)n3ccccc3nc21 was read as HS 578T 111, T-47D 96, MALME-3M 116, MCF7 92, BT-549 86, MDA-MB-231 92 and MDA-MB-468 114.
C[C@H]1[C@H](C)CC[C@]2(C(=O)OCCOCCOCC[P+](c3ccccc3)(c3ccccc3)c3ccccc3)CC[C@]3(C)C(=CC[C@@H]4[C@@]5(C)CC[C@H](OC(=O)C(Cl)Cl)C(C)(C)[C@@H]5CC[C@]43C)[C@H]12 was read as HS 578T 38, T-47D 22, MALME-3M -78*, MCF7 2.8*, BT-549 -66*, MDA-MB-231 -0.5*, MDA-MB-468 -21* and LOX IMVI -21*.
For CN1C(=O)/C(=C/c2ccccc2)S/C1=N/c1nccs1 the results were HS 578T 88, T-47D 82, MALME-3M 117, MCF7 76, BT-549 97, MDA-MB-231 91, MDA-MB-468 83 and LOX IMVI 82.
`O=[N+]([O-])c1cccc(C2c3sc4ccc(Cl)cc4c3Nc3nnc(-c4cccc(F)c4)n32)c1` (stereo unspecified) gave HS 578T 98, T-47D 82, MALME-3M 104, MCF7 77, BT-549 108, MDA-MB-231 87, MDA-MB-468 121 and LOX IMVI 99.
Screening O=C(Nc1ccc(Br)cc1)Nc1cccc(Cl)c1 returned HS 578T 108, T-47D 76, MALME-3M 130, MCF7 83, BT-549 107, MDA-MB-231 76, MDA-MB-468 62 and LOX IMVI 85.
`Cc1ccc2c(c1)C(=O)/C(=C/c1c[nH]c3ccccc13)S2` gave HS 578T 56, T-47D 34, MALME-3M 92, MCF7 19, BT-549 34, MDA-MB-231 60, MDA-MB-468 18 and LOX IMVI 19.
COc1ccc(CCN2C(=O)CCSC2=S)cc1OC was read as HS 578T 94, T-47D 43, MALME-3M 101, MCF7 28, BT-549 114, MDA-MB-231 106, MDA-MB-468 20 and LOX IMVI 91.
For C[C@H]1CN(C(=O)c2ccc3c(NNC(=O)c4ccncn4)nc4cc(F)c(F)cc4n23)CCN1 the results were HS 578T 60, T-47D 21, MALME-3M 34, MCF7 17, MDA-MB-231 46, MDA-MB-468 7.5* and LOX IMVI 12.
O=C(Cc1ccccc1)NC1=NC(=O)/C(=C\c2ccccc2O)S1 was read as HS 578T 90, T-47D 88, MALME-3M 98, MCF7 103, BT-549 89, MDA-MB-231 98, MDA-MB-468 101 and LOX IMVI 99.
For CN(C)CCNc1nc2ccccc2c2c(=O)c3cc(F)ccc3sc12 the results were HS 578T 48, T-47D 66, MALME-3M 82, MCF7 34, BT-549 64, MDA-MB-231 6.9*, MDA-MB-468 -28* and LOX IMVI -64*.
For C[N+]1(C)C2CCC1CC(OC(=O)C(O)c1ccccc1)C2 (stereo unspecified) the results were HS 578T 116, T-47D 52, MALME-3M 88, MCF7 92, BT-549 81, MDA-MB-231 111, MDA-MB-468 122 and LOX IMVI 99.
For COC(=O)Cc1cc(O)cc2oc(-c3ccc(OC)c(O)c3)cc(=O)c12 the results were HS 578T 103, T-47D 133, MALME-3M 107, MCF7 104, BT-549 108, MDA-MB-231 102, MDA-MB-468 111 and LOX IMVI 102.
Screening CCOC(=O)C(CC)(C(=O)OCC)C(C)C returned T-47D 99, MALME-3M 113, MCF7 96, BT-549 102, MDA-MB-231 111, MDA-MB-468 119 and LOX IMVI 113.
Screening C=CCc1c(C)cc(C)c(C)c1O returned HS 578T 95, T-47D 102, MALME-3M 102, MCF7 114, BT-549 111, MDA-MB-231 119, MDA-MB-468 110 and LOX IMVI 95.
For COc1ccc(-n2nc(C(=O)N/N=C\c3ccc(F)cc3)cc2-c2ccc(Br)cc2)cc1 the results were HS 578T 97, T-47D 77, MALME-3M 83, MCF7 83, BT-549 103, MDA-MB-231 83, MDA-MB-468 98 and LOX IMVI 93.
Screening OCCNc1nccc(N2CCN(c3ccnc4cc(Cl)ccc34)CC2)n1 returned HS 578T 92, T-47D 69, MCF7 34, BT-549 68, MDA-MB-231 55 and MDA-MB-468 55.
Screening O=[N+]([O-])c1c(NCc2ccco2)ncnc1NCc1ccco1 returned HS 578T 111, T-47D 97, MCF7 76, BT-549 113, MDA-MB-231 103 and MDA-MB-468 95.
Screening O=c1c2cc(Cl)ccc2oc2oc3cc(O)c(O)cc3c12 returned HS 578T 100, T-47D 89, MALME-3M 105, MCF7 69, BT-549 99, MDA-MB-231 83, MDA-MB-468 78 and LOX IMVI 94.
Cc1cccc(OC(=O)Nc2ccc(C(=O)O)c(O)c2)c1 was read as HS 578T 103, T-47D 102, MALME-3M 97, MCF7 105, BT-549 106, MDA-MB-231 96 and LOX IMVI 102.
For O=c1c(N=Nc2ccccc2)c[nH]n1-c1ccccc1 the results were HS 578T 103, MALME-3M 118, MCF7 99, BT-549 103, MDA-MB-231 94 and LOX IMVI 107.

Molecules shown so far with four or more nitrogen atoms (seven):
COCCCn1c(=N)c(S(=O)(=O)c2ccccc2)cc2c(=O)n3ccccc3nc21 was read as HS 578T 111, T-47D 96, MALME-3M 116, MCF7 92, BT-549 86, MDA-MB-231 92 and MDA-MB-468 114.
`O=[N+]([O-])c1cccc(C2c3sc4ccc(Cl)cc4c3Nc3nnc(-c4cccc(F)c4)n32)c1` (stereo unspecified) gave HS 578T 98, T-47D 82, MALME-3M 104, MCF7 77, BT-549 108, MDA-MB-231 87, MDA-MB-468 121 and LOX IMVI 99.
For C[C@H]1CN(C(=O)c2ccc3c(NNC(=O)c4ccncn4)nc4cc(F)c(F)cc4n23)CCN1 the results were HS 578T 60, T-47D 21, MALME-3M 34, MCF7 17, MDA-MB-231 46, MDA-MB-468 7.5* and LOX IMVI 12.
For COc1ccc(-n2nc(C(=O)N/N=C\c3ccc(F)cc3)cc2-c2ccc(Br)cc2)cc1 the results were HS 578T 97, T-47D 77, MALME-3M 83, MCF7 83, BT-549 103, MDA-MB-231 83, MDA-MB-468 98 and LOX IMVI 93.
Screening OCCNc1nccc(N2CCN(c3ccnc4cc(Cl)ccc34)CC2)n1 returned HS 578T 92, T-47D 69, MCF7 34, BT-549 68, MDA-MB-231 55 and MDA-MB-468 55.
Screening O=[N+]([O-])c1c(NCc2ccco2)ncnc1NCc1ccco1 returned HS 578T 111, T-47D 97, MCF7 76, BT-549 113, MDA-MB-231 103 and MDA-MB-468 95.
For O=c1c(N=Nc2ccccc2)c[nH]n1-c1ccccc1 the results were HS 578T 103, MALME-3M 118, MCF7 99, BT-549 103, MDA-MB-231 94 and LOX IMVI 107.

(more compounds)
For COc1cc(/C=C/c2nc(Nc3ccc(Cl)cc3)c3ccccc3n2)ccc1O the results were HS 578T 105, T-47D 94, MALME-3M 88, MCF7 94, BT-549 101, MDA-MB-231 91, MDA-MB-468 101 and LOX IMVI 95.
Screening Cc1nn(-c2ccccc2)c(Cl)c1/C=C1\SC(N2CCNCC2)=NC1=O returned HS 578T 94, T-47D 106, MALME-3M 96, MCF7 91, BT-549 106, MDA-MB-231 104, MDA-MB-468 97 and LOX IMVI 102.
Screening CSc1nnc2c(=O)[nH]c(=O)n(C)c2n1 returned HS 578T 103, T-47D 112, MALME-3M 115, MCF7 118, BT-549 110, MDA-MB-231 99, MDA-MB-468 115 and LOX IMVI 100.
For NS(=O)(=O)c1ccc(Nc2nc(N/N=C/CCc3ccccc3)nc(Nc3ccccc3)n2)cc1 the results were HS 578T 97, T-47D 102, MALME-3M 113, MCF7 96, BT-549 99, MDA-MB-231 97, MDA-MB-468 89 and LOX IMVI 95.
`CCCC(=O)c1ccc(Br)cc1` gave HS 578T 86, T-47D 83, MALME-3M 86, MCF7 93, BT-549 85, MDA-MB-231 94, MDA-MB-468 78 and LOX IMVI 95.
Screening OCc1nnn(-c2ccccc2)c1CO returned HS 578T 117, T-47D 114, MALME-3M 122, MCF7 106, BT-549 157, MDA-MB-231 107, MDA-MB-468 125 and LOX IMVI 100.
COc1ccc(C(CC(=O)c2ccccc2)Sc2ccccc2N)cc1OC (stereo unspecified) was read as HS 578T 90, T-47D 80, MALME-3M 115, MCF7 33, BT-549 91, MDA-MB-231 90, MDA-MB-468 87 and LOX IMVI 82.
For CCOC(=O)c1cnn2c(-c3ccccc3)nc(NCc3ccccc3)nc12 the results were HS 578T 101, T-47D 70, MALME-3M 122, MCF7 91, BT-549 108, MDA-MB-231 113, MDA-MB-468 104 and LOX IMVI 99.
For N#CC(CCc1ccccn1)c1ccccc1 (stereo unspecified) the results were HS 578T 118, T-47D 96, MCF7 99, BT-549 107, MDA-MB-231 93, MDA-MB-468 111 and LOX IMVI 98.
For COc1ccc2c(c1)C(=O)/C(=C/c1ccc(OCC(=O)Nc3nccs3)cc1)O2 the results were HS 578T 56, T-47D 75, MALME-3M -42*, MCF7 60, BT-549 -84*, MDA-MB-231 46 and LOX IMVI -58*.
`O=S(=O)(NCc1ccco1)c1ccc(F)cc1` gave HS 578T 104, T-47D 107, MCF7 112, BT-549 116, MDA-MB-231 120, MDA-MB-468 113 and LOX IMVI 107.
Screening COc1ccc(C(C)=O)cc1CSC(=S)N1CCSCC1 returned HS 578T 85, MALME-3M 117, MCF7 92, BT-549 88, MDA-MB-231 75, MDA-MB-468 90 and LOX IMVI 94.
COc1cc(C=Nc2oc(-c3ccccc3)c(-c3ccccc3)c2C#N)cc(CN2CCN(c3ccccc3)CC2)c1O was read as HS 578T 94, T-47D 89, MALME-3M 114, MCF7 101, BT-549 109, MDA-MB-231 99 and LOX IMVI 92.
CCN1C(=O)N(c2ccccc2)C2Nn3c(s/c(=C4\C(=O)N(C(C)C)c5ccccc54)c3=O)=NC21 (stereo unspecified) was read as HS 578T 100, T-47D 102, MALME-3M 99, MCF7 99, BT-549 107, MDA-MB-231 99, MDA-MB-468 108 and LOX IMVI 100.
COc1ccc(-c2nnc(-c3cccnc3)o2)cc1 was read as HS 578T 102, T-47D 96, MALME-3M 92, MCF7 99, BT-549 108, MDA-MB-231 106, MDA-MB-468 109 and LOX IMVI 102.
`COc1ccc(C(=O)/C=C/c2ccc3ccccc3c2)cc1S(N)(=O)=O` gave HS 578T 69, T-47D -40*, MALME-3M 18, MCF7 -75*, MDA-MB-231 6.0*, MDA-MB-468 -67* and LOX IMVI -89*.
Screening Cc1ccc(Sc2ccc3[nH]c(=O)nc(N)c3c2)cc1 returned HS 578T 115, T-47D 95, MALME-3M 99, MCF7 97, BT-549 109, MDA-MB-231 112, MDA-MB-468 93 and LOX IMVI 111.
For CN1CCSC1=S the results were T-47D 103, MALME-3M 113, MCF7 104, BT-549 104, MDA-MB-231 114, MDA-MB-468 98 and LOX IMVI 98.
`O=C(NO)c1ccc(Cn2c(=O)n(CCc3ccccc3)c(=O)c3ccccc32)cc1` gave HS 578T 69, T-47D 29, MCF7 28, BT-549 52, MDA-MB-231 39, MDA-MB-468 41 and LOX IMVI 13.
`COc1cc(NS(C)(=O)=O)ccc1Nc1c2ccc(Cl)cc2nc2c(OC)cccc12` gave HS 578T 20, T-47D 28, MCF7 24, BT-549 18, MDA-MB-231 63, MDA-MB-468 -34* and LOX IMVI -59*.
Screening O=C(CCc1ccc(O)cc1)N/N=C/c1cc(Br)ccc1O returned HS 578T 90, T-47D 33, MALME-3M 87, MCF7 39, BT-549 52, MDA-MB-231 60, MDA-MB-468 57 and LOX IMVI 21.
Screening N#CCCN(CCC#N)Cc1cc(-c2ccccc2)ccc1O returned HS 578T 96, T-47D 86, MALME-3M 118, MCF7 92, BT-549 106, MDA-MB-231 79, MDA-MB-468 70 and LOX IMVI 86.
For COc1cc2c(cc1OC)=NC(=O)/C(=C\c1sc(Nc3ccc(S(N)(=O)=O)cc3)nc1O)C=2 the results were HS 578T 107, T-47D 99, MALME-3M 73, MCF7 93, BT-549 94, MDA-MB-231 104, MDA-MB-468 95 and LOX IMVI 96.
For Cc1ccc(C(=NN=C(N)N)c2ccc(C)cc2)cc1 the results were HS 578T 32, T-47D 20, MALME-3M 40, MCF7 2.0*, BT-549 -25*, MDA-MB-231 -11*, MDA-MB-468 -42* and LOX IMVI -28*.
Cc1ccc(NC(=O)CCCCCN2CCN(C)CC2)cc1Nc1nccc(-c2cccnc2)n1 was read as HS 578T 84, T-47D 112, MALME-3M 101, MCF7 99, BT-549 98, MDA-MB-231 84, MDA-MB-468 101 and LOX IMVI 95.
Screening O=S(=O)(O)OCCOc1ccc(S(=O)(=O)c2ccc(OCCOS(=O)(=O)O)cc2)cc1 returned HS 578T 119, T-47D 102, MALME-3M 110, MCF7 99, BT-549 100, MDA-MB-231 103, MDA-MB-468 108 and LOX IMVI 102.
`CC1(O)CC2CC1C(C(=O)O)C2C(=O)O` (stereo unspecified) gave HS 578T 93&109, T-47D 98&93, MALME-3M 109&98, MCF7 91&101, BT-549 102&110, MDA-MB-231 111&105, MDA-MB-468 103&100 and LOX IMVI 98&100.
`COc1cc(/C=C\c2cc(OC)c(OC)c(OC)c2)cc(NS(=O)(=O)c2ccc(Cl)cc2)c1OC` gave HS 578T 1.5*, T-47D 55, MALME-3M 72, MCF7 27, BT-549 41, MDA-MB-231 24, MDA-MB-468 19 and LOX IMVI 36.
